Screening results as filed in PubChem BioAssay.
PP5 inh: inhibitors of human protein phosphatase 5 (PP5); P53041; purified PP5c, OMFP substrate fluorescence; inhibition, % at 6.7 µM; hit rate 0.18% among 320,000; AID 1987;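 active = inhibition above the campaign's mean inhibition across all tested compounds plus 3 SD, cut at about 9.5% in these data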;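 note: 0% = DMSO only and 100% = 100 µM cantharidin control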
TPT1 inh: blocks Candida albicans tRNA 2'-phosphotransferase | recombinant caTPT1, FP RNA substrate dephosphorylation | inhibition, % at 5 µM | hit rate 0.81% among 300,000 | AID 1962;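 active = inhibition above the mean of all tested compounds plus 3 SD, set per screening campaign, cut at about 24% in these data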;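 note: plate controls were DMSO alone for no effect and ferristatin control at 100 nM for full effect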
PP1 inh: blocks human PP1-alpha phosphatase, a PP5 counter-screen | hit rate 0.9% among 320,000 | inhibition, % at 6.7 µM | purified PP1alpha, OMFP fluorescence | P62136;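 active = inhibition above the mean inhibition of all tested compounds plus 3 SD, computed separately for each screening campaign, cut at about 15% in these data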
Target sequence (P62136 whole entry, looked up): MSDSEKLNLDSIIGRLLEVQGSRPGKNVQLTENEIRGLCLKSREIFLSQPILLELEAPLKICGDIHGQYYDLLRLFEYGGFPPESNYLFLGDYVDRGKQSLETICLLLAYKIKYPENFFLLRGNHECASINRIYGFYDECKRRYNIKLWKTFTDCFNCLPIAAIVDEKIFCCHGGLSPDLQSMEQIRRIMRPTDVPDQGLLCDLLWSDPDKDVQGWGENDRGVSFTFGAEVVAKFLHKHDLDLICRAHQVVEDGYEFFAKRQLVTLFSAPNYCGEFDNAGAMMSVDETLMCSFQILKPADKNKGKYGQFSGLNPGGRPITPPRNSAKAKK
PREPL inhibitor: inhibitors of human prolyl oligopeptidase-like enzyme PREPL; Q4J6C6; recombinant PREPL, fluorescence polarization activity-based probe; inhibition, % at 5.96 µM; hit rate 0.68% among 320,000; AID 2751; in the data active = inhibition above about 43%;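 note: 0% = enzyme with DMSO and 100% = wells lacking enzyme; many of its hits are not listed in these tables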
Efflux pump inh: inhibitors of Candida antifungal efflux pumps expressed in yeast. S. cerevisiae Candida pump triplex, Nile Red efflux. inhibition, % at 10 µM. hit rate 0.44% among 330,000;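 active = plate passing quality check with inhibition over a set limit, or well fluorescence over plate mean plus 4 SD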;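 note: Nile Red retained in pooled yeast measured as flow cytometry median fluorescence; 0% = buffer negative control and 100% = Enniatin B positive control; higher means more Nile Red kept so more efflux inhibition; some compounds called inactive have numbers as strong as hits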
LYPLA2 counter: LYPLA2 (human) inhibition in PME1 counter-screen; O95372; recombinant LYPLA2, FP-Rh probe fluorescence polarization; inhibition, % at 5.9 µM; hit rate 0.38% among 320,000; AID 2177;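 active = inhibition above the screen-wide mean plus 3 SD, limit set per campaign, cut at about 26% in these data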;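 note: 0% = LYPLA2 with DMSO and 100% = wells lacking LYPLA2 enzyme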
Target sequence (O95372 whole entry, looked up): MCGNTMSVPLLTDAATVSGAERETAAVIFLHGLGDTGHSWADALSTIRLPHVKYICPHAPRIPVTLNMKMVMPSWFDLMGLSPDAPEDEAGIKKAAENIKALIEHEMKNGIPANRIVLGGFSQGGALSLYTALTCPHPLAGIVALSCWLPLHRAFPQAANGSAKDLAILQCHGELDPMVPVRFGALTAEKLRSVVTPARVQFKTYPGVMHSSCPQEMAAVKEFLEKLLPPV
GASC-1 inh: inhibitors of human GASC-1 (JMJD2C) demethylase; hit rate 0.069% among 330,000; inhibition, % at 2.35 µM; Q9H3R0; AID 2099; GST-JMJD2C(1-420) H3K9me3 demethylation, DELFIA europium;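 active = more than half of a compound's replicate wells show inhibition beyond 50%, single wells judged on their own value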;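 note: signal counts dimethyl H3K9 product captured on neutravidin plate; 0% = median of DMSO wells and 100% = 0.3 times that DMSO median; strong numbers were not always called active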
Target sequence (Q9H3R0 1-420 limits assumed): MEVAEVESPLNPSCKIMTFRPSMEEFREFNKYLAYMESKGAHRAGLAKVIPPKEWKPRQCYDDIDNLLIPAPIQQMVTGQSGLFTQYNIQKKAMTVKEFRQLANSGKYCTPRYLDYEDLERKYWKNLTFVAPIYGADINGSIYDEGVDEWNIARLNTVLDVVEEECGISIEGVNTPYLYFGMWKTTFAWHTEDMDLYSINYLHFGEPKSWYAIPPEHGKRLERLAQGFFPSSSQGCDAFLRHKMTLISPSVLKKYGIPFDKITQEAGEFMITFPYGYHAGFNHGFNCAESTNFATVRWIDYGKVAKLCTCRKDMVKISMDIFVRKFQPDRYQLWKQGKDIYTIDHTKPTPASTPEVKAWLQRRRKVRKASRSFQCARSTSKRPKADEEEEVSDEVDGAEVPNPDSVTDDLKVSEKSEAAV
HCV core dimer: blocks dimerization of HCV core protein; hit rate 0.33% among 300,000; TR-FRET GST/Flag-core106 dimerization, 1536-well; inhibition, % at 5 µM;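 active = inhibition above the mean of all tested compounds plus 3 SD, set per screening campaign, cut at about 45% in these data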
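Assay system: Tagged HCV core106 pair (GST and Flag) | Buffer or medium: KF-containing HEPES buffer, pH 7.45, DTT, CHAPS, BSA | Also added: Eu donor and XL665 acceptor anti-tag antibodies | Dosing: One concentration, 5 µM, in 0.5% DMSO | Timing: 4 h at 22.5 °C | Technique: TR-FRET 671 and 617 nm emission | Repeats: Singlicate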
Fh CTSL1 inh: counter-screen for PFM18AAP inhibitors: inhibitors of F. hepatica cathepsin L1 | recombinant F. hepatica cathepsin L1, Z-Leu-Arg-MCA fluorescence | inhibition, % at 5.96 µM | hit rate 0.49% among 300,000 | AID 1906;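 active = inhibition above the mean of all tested compounds plus 3 SD, set per screening campaign, cut at about 17% in these data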;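 note: 0% = plate median of test compound wells and 100% = 1 µM Z-Phe-Ala-diazomethylketone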
Numbers without * were called inactive; . = no result given. Some of the compounds tested (hit frequency here may not be typical).

Results follow in this order: PREPL inhibitor	Fh CTSL1 inh	PP5 inh	PP1 inh	LYPLA2 counter	HCV core dimer	TPT1 inh	GASC-1 inh	Efflux pump inh
#1 CC(C)=C[C@@H]1C[C@H](C)[C@H]2CC[C@H](C)c3c(O)c(O)c(C)c1c32
    -2	.	1.2	-1	5	.	.	2	0.4
#2 COc1cnc(-c2ccccc2)c(-c2ccccc2)n1
    3	4	-1.3	0	5	0	0	0	0.1
#3 CCOCCCNC(=O)CCNC(=O)c1cc(OC)c(OC)c(OC)c1
    7	-2	0.0	-2	4	0	-1	-7	-0.2
#4 Cc1cnc(C(=O)Oc2cccc(Cl)c2Cl)cn1
    5	-1	0.0	-3	6	10	-5	-8	-0.2
#5 CC1CC(C)CN(C(=O)c2ccc(S(=O)(=O)N3CCCCC3)cc2)C1 (stereo not given)
    5	0	-3.0	-10	-6	3	-1	5	0.6
#6 CCOc1ccc2nc(NC(=O)CN3CCN(c4ccccn4)CC3)sc2c1
    13	-2	4.9	-2	5	19	-9	3	0.0
#7 Cn1c2ccccc2c2c(C(=O)NCc3ccco3)cn(C3CCCCC3)c(=O)c21
    14	-1	0.7	1	3	14	-6	5	0.0
#8 CCC(=O)c1ccc(CCCCCC(=O)O)s1
    15	2	-2.1	0	-4	-1	0	3	0.2
#9 CCSc1nnc([C@@H]2CCCN2C(=O)OC(C)(C)C)o1
    11	-1	3.3	-2	0	-2	2	.	0.1
#10 CC(C)c1ccc(CNc2ncccn2)cc1
    -3	-8	4.8	4	1	-3	0	7	0.2
#11 COc1ccc2nc(-c3ccccc3)nc(SCC(=O)NCC3CCCO3)c2c1 (stereo not given)
    -7	2	1.8	1	4	6	2	-20	0.0
#12 c1ccc(C2CC(c3ccccc3)n3ncnc3N2)cc1 (stereo not given)
    -28	-1	-1.2	3	-2	-1	1	-8	0.0
#13 Cn1c(=O)[nH]c(=O)c2c1nc(N1CCN(c3ccccc3)CC1)n2CCSc1ncccn1
    12	2	-1.1	-1	-1	3	-5	-10	0.0
#14 Cc1ccc(C2=NN(C(=O)CCC(=O)O)C(c3ccc4c(c3)OCO4)C2)cc1 (stereo not given)
    -3	0	-3.0	2	7	6	-1	-7	0.2
#15 C/C(=N\NC(=O)c1ccc(CSc2nncn2C)cc1)c1ccc2ccccc2c1
    3	-2	-0.8	-5	4	3	2	1	0.0
#16 COc1cccc(CNC(=O)CCNC(=O)N2CCn3c2nc2ccccc23)c1
    -6	-1	-0.6	1	-1	-1	1	10	0.7
#17 O=C(NCc1ccc2c(c1)OCO2)C1CCCN1C(=O)Nc1ccc(F)cc1 (stereo not given)
    -3	0	-1.3	-1	5	-2	-4	0	0.1
#18 CCOc1ccc(CN2CCN(Cc3ccsc3)C(CCO)C2)cc1CO (stereo not given)
    13	6	1.1	-4	10	-2	0	-3	0.5
#19 CC(=O)c1ccc(-n2c(SCC(=O)c3c[nH]c4ccccc34)nc3ccccc3c2=O)cc1
    -25	0	3.6	3	-14	10	-1	4	0.1
#20 COc1cc2c(cc1OC)C(NC(=O)c1ccc(C)cc1)CC2=O (stereo not given)
    5	6	0.3	1	-6	16	0	4	-0.2
#21 O=C(/C=C\c1ccco1)Nc1nc(-c2ccccc2)cs1
    1	0	2.0	-2	-1	-2	5	-2	0.3
#22 COc1cccc(C(=O)C2CCCN(C(=O)c3cccc(C#CC(C)(C)O)c3)C2)c1 (stereo not given)
    3	-11	-0.9	-5	11	4	3	11	-0.1
#23 Cc1ccc(N(CC(=O)NCc2ccc3c(c2)OCO3)C(=O)CCC(=O)Nc2ccccn2)cc1
    -8	-3	1.0	0	-4	3	1	-20	0.8
#24 O=C1C2C3C=CC(CC3)C2C(=O)N1/N=C/c1ccccc1O (stereo not given)
    3	2	5.3	0	-4	4	3	3	0.0
#25 CCN1C(=O)[C@H]2[C@@H](c3ccc(-c4ccc(OC)cc4)c(OC)c3)N3CCCC[C@@]3(C(=O)OC)[C@H]2C1=O
    10	0	1.2	0	-4	3	1	-13	0.3
#26 Cc1cccnc1NC(=O)CCc1nnc2ccc(N3CCC4(CC3)OCCO4)nn12
    3	1	1.8	-2	20	-5	-2	-4	-0.2
#27 CC1=C(C(=O)OCc2ccc3c(c2)OCO3)C(c2ccc(Cl)cc2)NC(=O)N1 (stereo not given)
    -24	1	6.0	4	13	4	-4	16	0.1
#28 Cc1cc(/C=C2\SC(=S)NC2=O)c(C)n1-c1ccc(O)cc1
    7	3	1.6	0	2	-10	95*	-3	0.3
#29 CCOc1ccc(Cc2nnc(SCC(=O)Nc3ccc(OC)cc3)n(N)c2=O)cc1
    5	4	0.8	-3	-7	-4	-6	9	0.2
#30 O=C(COC(=O)c1ccccn1)NCc1ccc(Cl)cc1Cl
    1	.	-1.0	-3	4	.	.	.	0.0
#31 COc1cc2c(cc1OC)C(c1ccc(-c3ccc(Cl)c(Cl)c3)o1)=NCC2
    9	0	5.2	7	-10	-4	8	-5	0.4
#32 COc1ccccc1CCNC(=O)Nc1cccc([N+](=O)[O-])c1
    -1	1	1.8	5	0	-5	-2	2	0.0
#33 COc1ccc(CN(CC2CCC(C(=O)O)CC2)C(=S)Nc2cc(C)cc(C)c2)cc1 (stereo not given)
    12	3	-1.0	3	-2	-1	-2	-19	0.1
#34 O=C(Nc1cccc(-n2cnnn2)c1)c1ccoc1COc1ccc(Cl)cc1
    -18	5	4.6	2	-42	3	1	-17	0.2
#35 CCOc1ccccc1N(C(=O)CNS(=O)(=O)c1ccccc1)C(CC)C(=O)NCc1ccco1 (stereo not given)
    -2	-12	3.7	-1	-3	4	-1	3	0.1
#36 CN(C(=O)c1c[nH]c(=O)cc1C(F)(F)F)c1ccc(Cl)c(Cl)c1
    3	-6	0.9	5	-4	-9	-1	1	0.4
#37 COCCn1c(C)cc(C(=O)COC(=O)CNC(=O)c2ccco2)c1C
    2	.	5.0	-4	-1	.	.	.	0.1
#38 CCOC(=O)CSc1ccc(C(=O)Nc2ccc(Cl)cc2)cn1
    3	4	-0.1	-4	-1	3	5	-15	0.0
#39 CCn1c(SCC(=O)Nc2nc3ccc(OC)cc3s2)nc2c1c(=O)n(C)c(=O)n2C
    17	7	-1.1	-2	2	4	1	5	0.1
#40 Cn1c(C(=O)OCC(=O)NCc2cccs2)cc2sccc21
    1	2	1.8	0	-1	0	-1	3	-0.1
#41 CS(=O)(=O)c1ccccc1-c1nc(-c2ccc(C(F)(F)F)cc2)no1
    10	4	5.2	4	-5	6	2	10	-0.1
#42 O=S(=O)(NCc1cccnc1)c1ccc(Cl)c(Cl)c1Cl
    14	-1	3.0	-4	-5	9	-1	-5	0.1
#43 O=C(N/N=C(\Cc1ncc[nH]1)c1ccccc1)c1ccncc1
    -4	-1	1.5	-4	-1	-1	1	-11	-0.1
#44 Cc1cc(C)cc(NC(=S)NCc2ccncc2)c1
    -1	-9	0.6	-6	3	1	0	2	-0.2
#45 COCC(C)N=C1NN=C(c2cccs2)C(CC(=O)O)S1 (stereo not given)
    0	3	-0.7	0	-2	8	0	2	0.2
#46 CCn1nc(Cc2cccc3ccccc23)c(C#N)c1N
    -13	-3	2.0	1	7	1	-2	0	-0.1
#47 Cc1c(CCC(=O)N2CCC(C(=O)O)(c3ccccc3)CC2)c(=O)oc2cc3oc4c(c3cc12)CCCC4
    11	-1	1.0	0	1	3	-1	-4	0.4
#48 CC(C)n1cnnc1SCC(=O)Nc1ccc(N2CCCCC2)cc1
    5	-4	-0.8	-10	1	1	-1	6	0.0
#49 COc1ccc(-c2nc(CN3CCC(C(=O)N4CCc5ccccc54)CC3)c(C)o2)cc1OC
    18	0	-0.7	3	2	-12	-4	-10	-0.1
#50 COc1ccc(/C=C/C(=O)OCC(=O)c2c[nH]c3ccccc23)cc1
    -4	.	-1.2	1	-15	.	.	.	0.2
#51 Cc1nn(C)cc1/C=C1\CCC/C(=C\c2cn(C)nc2C)C1=O
    -3	0	2.1	-4	0	-5	-3	9	0.0
#52 CC(=O)N1c2ccc(S(=O)(=O)N3CCC(C(=O)NCCc4ccc(Cl)cc4)CC3)cc2CC1C (stereo not given)
    26	1	0.9	-5	5	8	2	1	-0.2
#53 CCOC(=O)CSC1=C(C#N)C(c2ccccc2Cl)C(C(=O)OC)C(=O)N1 (stereo not given)
    -8	-3	-1.0	-1	8	-9	1	0	-0.1
#54 O=C(COC(=O)c1cn(-c2ccccc2)nc1-c1ccccc1)c1ccc([N+](=O)[O-])cc1
    -4	1	1.5	5	5	8	-3	-1	0.0
#55 O=C(C(Cc1ccc(Cl)cc1)NS(=O)(=O)c1ccccc1)N1CC[C@@]2(O)CCCC[C@H]2C1 (stereo not given in full)
    18	2	0.8	-4	-2	-15	1	2	0.3
#56 CC1CCCN(c2c([N+](=O)[O-])cc(C(=O)O)cc2[N+](=O)[O-])C1 (stereo not given)
    3	-2	0.8	2	4	3	-2	67	-0.1
#57 O=C(c1cc(-c2cccs2)nc2ccccc12)N1CCN(S(=O)(=O)c2ccccc2)CC1
    6	2	3.7	-4	-8	1	-1	-3	0.0
#58 CC(C)(C)c1ccc(OCCCCCCN2CCNCC2)cc1
    16	-1	-1.1	-1	1	-3	-5	-12	0.0
#59 Cc1ccc(C)c(OCc2nnc(SCC(=O)NC(=O)NCc3ccco3)o2)c1
    -10	-4	0.5	2	9	8	-4	-12	0.0
#60 CNC(=S)NC1CC2CCCC(C1)N2Cc1ccco1 (stereo not given)
    9	3	-0.5	-4	3	1	0	-28	0.1

The listing continues.
Results follow in this order: PREPL inhibitor	Fh CTSL1 inh	PP5 inh	PP1 inh	LYPLA2 counter	HCV core dimer	TPT1 inh	GASC-1 inh	Efflux pump inh
#61 CC(=O)N1CCOc2ccc(S(=O)(=O)NCC3CCC(C(=O)Nc4ncccc4C)CC3)cc21 (stereo not given)
    1	3	0.9	-1	-5	8	-2	3	0.2
#62 Cc1ccc(N(CC(=O)O)S(C)(=O)=O)cc1
    -6	0	-0.3	-3	0	-2	2	-7	-0.1
#63 CC1(C(=O)NC2CCCC2)CCC(=O)N1Cc1ccc2c(c1)OCO2 (stereo not given)
    -1	3	-0.7	-1	1	-2	0	-7	-0.1
#64 COc1cccc(OCC(=O)NN=C2c3ccccc3-c3ccccc32)c1
    4	0	2.3	2	-2	5	2	0	-0.1
#65 Cn1cc(-c2ccno2)c(C(=O)O)n1
    11	2	0.4	-3	-2	1	6	-1	-0.2
#66 CC(C)NC1=C(Cl)C(=O)c2ccccc2C1=O
    16	5	3.9	3	0	-12	0	3	0.2
#67 c1cnc2c(Oc3ncnc4sccc34)cccc2c1
    1	4	0.7	-1	9	-1	0	-1	0.0
#68 Cc1ccc(N2CC(C(=O)Nc3ncc([N+](=O)[O-])s3)CC2=O)cc1 (stereo not given)
    2	2	1.9	5	-2	-8	2	-5	0.1
#69 Cc1cc(C(=O)N/N=C/c2ccc([N+](=O)[O-])s2)c2ccccc2n1
    12	5	-1.1	1	3	-6	-1	-28	0.1
#70 COc1cccc(-c2cc(C(F)(F)F)n3ncc(C(=O)O)c3n2)c1
    0	0	-0.3	1	5	0	-5	-19	0.0
#71 Brc1ccc(N=Nc2ccc3ccccc3n2)cc1
    14	-3	-0.8	-1	2	2	0	1	-0.3
#72 C[C@H](NC(=O)CCCOc1ccc(Cl)cc1Cl)c1nnc2ccccn12
    5	-2	-2.7	-1	-4	-2	3	63	0.1
